Source: PubChem BioAssay (several laboratories)
HIF activator = HIF pathway transcriptional activation; U2OS HRE-luciferase reporter, luminescence; normalized: DMSO 0%, desferrioxamine 100%; activation, % at 7.5 µM (by protocol); actives 0.32% (n = 300,000); AID 1910;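 active = mean activation of at least 10% of the iron chelator positive control signal, with at least half of replicates also reaching 10%; inconclusive = mean and replicate majority disagree about reaching 10%; inactive = mean and most replicates under 10%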
HSF1 activator = increases HSF-1 driven luciferase reporter signal; NIH3T3-HGL HSF-1 luciferase reporter, MG132, 8 h; 100% = twice DMSO control signal; activation, % at 9 µM; actives 1.7% (n = 300,000); AID 504408;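 active = mean replicate activation of at least 50% with a set share of replicates each reaching 50%; inconclusive = only one of those two conditions met; inactive = mean below 50% and too few replicates reaching it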;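 also: 0% = median of the neutral control wells and 100% = twice that signal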
HSP90 inh = HSP90 refolding inhibition in rabbit reticulocyte lysate | luciferase refolding luminescence, 3 h | inhibition, % at 5.6 µM | actives 0.91% (n = 290,000) | AID 1789;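 active = inhibition above the screen-wide mean plus 3 SD, computed separately per campaign, cut at about 16% in these data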;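 also: 0% = DMSO wells and 100% = 60 µM geldanamycin wells; inhibitors lower the luminescence because luciferase stays unfolded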
IEC-6 cytotox = counter-screen for KLF5 inhibitors: cytotoxicity in IEC-6 cells | inhibition, % at 5 µM | actives 0.78% (n = 290,000) | IEC-6 cytotoxicity, luminescence viability; in the data active = inhibition above about 22%;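 also: 0% = plate median of test compound wells and 100% = cytotoxic reference compound wells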
KLF5 inh = suppresses KLF5 promoter-driven expression | AID 1700 | actives 0.23% (n = 290,000) | inhibition, % at 5 µM | DLD-1 KLF5 promoter-luciferase reporter, luminescence;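 active = inhibition above a per-plate limit of that plate's mean compound inhibition plus 3 SD, cut at about 60% in these data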;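 also: 0% = DMSO wells and 100% = LY294002 at 200 µM; higher means less KLF5 promoter-driven luciferase light; inactives centre near -14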
AI-2 QS mod = modulates the Vibrio harveyi AI-2 quorum sensing system. Vibrio harveyi JMH597 AI-2 luminescence/OD600 ratio, 9 h; active compounds read low; strain lacks LuxN and CqsS sensors; 0 = neutral-control median. activity change, % at 7.5 µM. actives 0.4% (n = 300,000). AID 2094; in the data active = activity change below about -75%, passing the limit was not always enough; inconclusive = no clear call, values can overlap the other calls;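 also: luminescence divided by OD600 gain over 9 h not by final OD600 alone; inactives centre near 13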
HSF1 inhib = HSF1 inhibition; NIH3T3-HGL HSE-luciferase, MG132-induced, luminescence 8 h; active compounds read low; activity change, negative = inhibition, % at 7.5 µM (by protocol); actives 0.77% (n = 300,000);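 active = more than half of replicate wells show activity change below -50%, luminescence cut by over half; inconclusive = some wells, but at most half, below -50%; inactive = no replicate well below -50%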;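 also: luciferase reports HSF-1 transcriptional activity via heat shock element; 0% = median of DMSO wells and -100% = zero luminescence signal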
Platelet DG rel = platelet dense granule release activity; human platelet-rich plasma, SFLLRN dense granule ATP release, luminescence; inhibition, %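 (compounds screened at 7.5 µM in platelet-rich plasma)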; actives 0.22% (n = 300,000);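 active = mean replicate score, as percent of positive control, at or above 50; inconclusive = mean below 50 but at least one replicate at or above 50; inactive = mean and every replicate below 50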
HDAC3 inh = blocks human histone deacetylase 3 | inhibition, % at 8.3 µM | recombinant HDAC3, fluorogenic peptide/trypsin coupled, fluorescence | actives 0.15% (n = 320,000) | O15379; in the data active = inhibition above about 26%, passing the limit was not always enough; inconclusive = no clear call, values can overlap the other calls
Target sequence (O15379 whole entry, looked up): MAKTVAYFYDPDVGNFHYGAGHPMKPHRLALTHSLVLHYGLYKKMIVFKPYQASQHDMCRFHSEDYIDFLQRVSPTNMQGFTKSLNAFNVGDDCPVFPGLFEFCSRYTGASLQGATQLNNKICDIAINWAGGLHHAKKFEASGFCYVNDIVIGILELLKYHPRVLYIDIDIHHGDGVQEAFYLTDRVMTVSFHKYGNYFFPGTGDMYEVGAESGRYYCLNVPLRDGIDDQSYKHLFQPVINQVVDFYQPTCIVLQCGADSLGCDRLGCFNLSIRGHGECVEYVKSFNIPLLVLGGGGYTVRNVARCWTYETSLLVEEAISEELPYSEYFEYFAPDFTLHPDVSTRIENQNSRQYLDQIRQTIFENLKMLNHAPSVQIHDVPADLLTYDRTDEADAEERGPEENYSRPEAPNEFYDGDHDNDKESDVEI
aSyn UTR inh = MLPCN primary screen, SNCA 5' untranslated region | alpha-synuclein 5'UTR reporter, inhibitor activity | inhibition, % (tested at 7.5 µM) | actives 0.82% (n = 300,000); in the data active = inhibition above about 60%; inconclusive = no clear call, values can overlap the other calls;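 also: H4 neuroglioblastoma cells stably carrying SNCA 5'UTR luciferase fusion; 0% = DMSO wells and 100% = positive control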
* marks the source's active call; other numbers are inactive results; ? = inconclusive; / = not tested or not shown.

SMILES	HIF activator	HSF1 activator	HSP90 inh	IEC-6 cytotox	KLF5 inh	AI-2 QS mod	HSF1 inhib	Platelet DG rel	HDAC3 inh	aSyn UTR inh
COc1ccc(NC(=S)NC(=O)Cc2ccccc2)c(OC)c1	-0.1	-9	3	1	-2	7	-2	0	3	-10
CCOc1ccc(NS(=O)(=O)c2cc(C)c(C)cc2C)cc1	0.4	11	3	6	-16	38	-6	-6	3	14
O=S(=O)(NCc1ccccc1)c1cccc2cccnc12	-0.1	-10	3	4	-53	38	-5	-18	5	-7
O=C(NCc1ccc(-n2cccc2)cc1)c1cccc(F)c1	-0.8	6	-4	1	-12	14	9	33	-4	-23
Cc1cc2cc(CNC(=O)c3ccc4c(c3)OCO4)ccc2n1C	/	5	2	0	-45	2	-7	6	1	42
Cc1cc(C(=O)Nc2ccon2)ccc1[N+](=O)[O-]	0.0	11	/	/	/	12	7	1	3	-11
O=C1C=C(c2cccs2)C[C@H](c2ccccc2)[C@H]1n1nnc([N+](=O)[O-])n1	-2.3	41	-2	8	5	-1	13	0	17	71*
Cc1ccc(NC(=S)c2ccc(N(C)C)cc2)cc1	-1.0	-17	8	-9	-56	7	-17	0	1	?
Cc1c(Cl)cccc1NC(=O)CC1SC(=NCC2CCCO2)NC1=O (stereo unspecified)	-0.6	44	-4	3	-22	14	18	-12	-2	1
Cc1ccc(Nc2c(F)c(F)c(F)c(F)c2C(=O)O)cc1	-0.3	-13	1	-1	-27	-31	-6	-1	-2	3
CC1(C)C/C(=N\O)C(C(O)c2cccc([N+](=O)[O-])c2)C(C)(C)N1 (stereo unspecified)	0.4	10	7	3	-16	14	-6	5	0	-15
COc1ccc(CNC(=O)CN2CCN(c3ccccc3O)CC2)cc1OC	0.5	-6	-2	3	-4	3	-1	3	-1	4
Cc1nc2ccccn2c1-c1csc(NCc2ccco2)n1	-0.1	6	1	0	-15	4	8	-1	2	-20
COc1ccc(C(CC(=O)NCCCN2CCOCC2)NS(=O)(=O)c2ccc(C)cc2)cc1 (stereo unspecified)	0.6	5	0	1	-9	4	0	2	-8	-25
CCOc1ccc(CCNC(=O)COC(=O)c2nc(Cl)ccc2Cl)cc1OCC	1.9	-5	/	/	/	24	-5	2	-7	9
CN(C)CCCNC(=S)/N=c1\sccn1Cc1ccccc1Cl	0.7	-5	1	0	-27	1	-4	1	2	-3
COc1cccc2c1OC[C@@H](CO)[C@H]2N(C)C(=O)Nc1ccccc1	-0.3	23	1	-3	-10	17	2	3	/	11
CCN(CC)S(=O)(=O)c1ccc2c(c1)nc(CCC(=O)Nc1ccc3c(c1)OCO3)n2CC	-1.2	1	3	-4	-20	20	-3	2	3	20
CC(=O)c1ccc(NC(=O)c2cc(S(=O)(=O)N3CCOCC3)ccc2C)cc1	-0.4	-15	2	2	-10	16	-4	21	2	-7
C/C(CCc1ccc2c(c1)OCO2)=N\NC(=O)c1ccccc1Cl	-0.2	-7	0	-1	-9	21	-2	-3	-2	27
Cc1ccc(CS(=O)Cc2ccc(C(=O)NCc3ccccc3Br)o2)cc1 (stereo unspecified)	-0.7	4	-1	-5	-18	30	0	8	3	-12
CC(=O)c1cccc(Nc2nc(-c3cccnc3)cs2)c1	2.8	31	1	7	-138	16	20	-5	0	-230
O=C(C1CCCC1)N1CCC(CO)(Cc2ccccc2Cl)CC1	-0.3	2	3	-4	-14	28	-6	3	-3	-2
O=C(CCc1ccc(S(=O)(=O)N2CCOCC2)cc1)OCc1nc2ccccc2s1	3.0	2	2	6	-35	8	-8	2	-2	-85
O=S1(=O)NC(c2ccccc2)CC(CC2CCCCC2)O1 (stereo unspecified)	-0.3	1	4	3	-19	19	2	-1	0	-8

Continuation:
SMILES	HIF activator	HSF1 activator	HSP90 inh	IEC-6 cytotox	KLF5 inh	AI-2 QS mod	HSF1 inhib	Platelet DG rel	HDAC3 inh	aSyn UTR inh
COc1ccc(NC(=O)c2ccc3c(=O)n(-c4ccc(OC)cc4OC)c(=S)[nH]c3c2)cc1	-0.2	-4	-1	-1	-24	21	-6	-9	2	-5
Cc1cc(=O)n(C)c2ccccc12	0.0	-6	3	-6	-16	-18	-10	2	0	0
Nc1cccc2c1C(=O)N(C(=O)c1ccco1)C2=O	-0.4	-2	5	2	0	6	-16	2	9	19
CCCCCCC1C(C#N)=C(N)OC2=C1C(=O)CCC2 (stereo unspecified)	-0.2	24	-1	-4	-15	32	10	3	14	-1
Cn1cc(C(=O)c2cccc(Cl)c2Cl)cc1C#N	0.1	15	0	6	1	1	1	-7	-2	6
CCCCN1CN(Cc2ccco2)CNC1=S	0.4	-9	-7	1	-9	10	-2	-9	2	-2
O=C(NCc1ccccc1Cl)C1CCCN(S(=O)(=O)c2cccc3nsnc23)C1 (stereo unspecified)	-0.2	-11	4	5	-23	8	-1	15	7	16
CC(c1ccco1)N(C(=O)c1ccccc1NS(=O)(=O)c1ccc(Cl)cc1)c1ccccn1 (stereo unspecified)	-0.2	-20	1	-4	3	3	0	6	-1	0
Cn1cc(CC(=O)NCCCN2CCOCC2)c2ccccc21	-0.2	-9	2	-1	1	11	-2	4	/	-6
Cc1ccn2c(c1)nc(=O)c1cc(S(=O)(=O)N3CCC(C)CC3)ccc12	0.0	7	-5	-5	-7	30	-4	1	-8	-4
O=C(Cn1cnc2ccccc2c1=O)NCC(=O)N1CCN(c2ccccn2)CC1	/	/	3	1	-21	/	/	/	4	/
CCN1CCc2c(OCC(=O)Nc3cccc(C)c3C)cccc2C1=O	0.0	18	-1	-3	-20	2	3	12	-2	-5
CCOC(=O)CSCc1cn2cc(Cl)ccc2n1	0.3	12	0	-2	-14	19	-6	2	0	-3
CCN(CC)C(=O)COc1ccc2oc(C)c(C(=O)OC)c2c1	/	/	0	2	-28	/	/	/	?	/
O=C(CC12CC3CC(CC(C3)C1)C2)NCc1ccco1	-0.5	2	7	10	-1	22	-4	3	5	-4
COc1cc(CN2CCC(CO)(Cc3cccc(C(F)(F)F)c3)CC2)ccc1F	-0.5	-13	3	-4	5	41	-2	-7	4	3
S=C(NCCCN1CCOCC1)NC1CC1	-0.2	7	0	1	-8	16	0	3	-3	-5
O=S(=O)(CCc1nnc(-c2ccc(Br)cc2)o1)c1ccc(Cl)cc1	-0.7	10	-4	-2	-21	7	-2	-2	5	-2
Cc1cc(NC(=O)COC(=O)C2CCN(S(=O)(=O)c3ccccc3)CC2)c([N+](=O)[O-])cc1C	-0.2	-5	0	7	-7	9	-7	2	-3	-5
O=C(NCCN1CCCCC1)c1cc(Cl)ccc1Cl	1.6	-4	-1	5	-13	16	-3	5	1	-1
Cn1ncc(C#N)c1NC(=O)C1CC(c2c(F)cccc2Cl)=NO1 (stereo unspecified)	-0.7	-11	0	-6	-22	32	-8	7	-3	-18
CC(C)(Oc1ccc(Cl)cc1)C(=O)Nc1ccncc1	-0.1	1	1	-1	-35	5	-3	-5	-10	-10
C#CCOc1nc(Nc2cccc([N+](=O)[O-])c2)nc(OCC#C)n1	0.1	0	3	1	6	8	2	0	-10	-2
COc1ccccc1C1(O)C(=O)Nc2ccc(C)cc21 (stereo unspecified)	-0.4	-1	-5	-3	-47	10	-6	-5	-5	2
Cc1ccc(NC(=O)c2ccco2)c(NC(=O)c2ccc(Cl)cc2)c1	1.8	6	7	-2	-33	19	1	-1	4	3

Entries above marked active in aSyn UTR inh:
| canonical_smiles | HSF1 activator | HSP90 inh | KLF5 inh | AI-2 QS mod | HSF1 inhib | Platelet DG rel | HDAC3 inh | aSyn UTR inh |
| --- | --- | --- | --- | --- | --- | --- | --- | --- |
| O=C1C=C(c2cccs2)C[C@H](c2ccccc2)[C@H]1n1nnc([N+](=O)[O-])n1 | 41 | -2 | 5 | -1 | 13 | 0 | 17 | 71* |

Compounds listed so far containing a nitro group on carbon (5):
SMILES	HIF activator	HSF1 activator	HSP90 inh	IEC-6 cytotox	KLF5 inh	AI-2 QS mod	HSF1 inhib	Platelet DG rel	HDAC3 inh	aSyn UTR inh
Cc1cc(C(=O)Nc2ccon2)ccc1[N+](=O)[O-]	0.0	11	/	/	/	12	7	1	3	-11
O=C1C=C(c2cccs2)C[C@H](c2ccccc2)[C@H]1n1nnc([N+](=O)[O-])n1	-2.3	41	-2	8	5	-1	13	0	17	71*
CC1(C)C/C(=N\O)C(C(O)c2cccc([N+](=O)[O-])c2)C(C)(C)N1 (stereo unspecified)	0.4	10	7	3	-16	14	-6	5	0	-15
Cc1cc(NC(=O)COC(=O)C2CCN(S(=O)(=O)c3ccccc3)CC2)c([N+](=O)[O-])cc1C	-0.2	-5	0	7	-7	9	-7	2	-3	-5
C#CCOc1nc(Nc2cccc([N+](=O)[O-])c2)nc(OCC#C)n1	0.1	0	3	1	6	8	2	0	-10	-2

Record cards, from the list above. Screens in order: HIF activator	HSF1 activator	HSP90 inh	IEC-6 cytotox	KLF5 inh	AI-2 QS mod	HSF1 inhib	Platelet DG rel	HDAC3 inh	aSyn UTR inh
CCN(CC)C(=O)COc1ccc2oc(C)c(C(=O)OC)c2c1 is listed with /	/	0	2	-28	/	/	/	?	/
CC(c1ccco1)N(C(=O)c1ccccc1NS(=O)(=O)c1ccc(Cl)cc1)c1ccccn1 (stereo unspecified) is listed with -0.2	-20	1	-4	3	3	0	6	-1	0

The listing picks up; the two compounds before the break are reprinted first.
SMILES	HIF activator	HSF1 activator	HSP90 inh	IEC-6 cytotox	KLF5 inh	AI-2 QS mod	HSF1 inhib	Platelet DG rel	HDAC3 inh	aSyn UTR inh
COc1ccccc1C1(O)C(=O)Nc2ccc(C)cc21 (stereo unspecified)	-0.4	-1	-5	-3	-47	10	-6	-5	-5	2
Cc1ccc(NC(=O)c2ccco2)c(NC(=O)c2ccc(Cl)cc2)c1	1.8	6	7	-2	-33	19	1	-1	4	3
Nc1nn(S(=O)(=O)c2ccccc2)cc1-c1cccc([N+](=O)[O-])c1	0.3	-2	4	-2	1	43	12	-4	2	-20
O=C1C2C3CCCC3=C3CCCC3C2C(=O)N1c1ccc(Cl)cc1 (stereo unspecified)	0.2	9	0	2	-7	24	3	3	0	25
Cc1c(Cl)c([N+](=O)[O-])nn1CCCC(=O)Nc1cccc(O)c1	-0.5	-4	4	2	-19	-3	0	0	-1	1
CCOc1ccc(C2=NNC(c3cccnc3)=Nc3ccc(OC)cc32)cc1	0.4	27	2	5	-9	6	10	-6	5	-10
CC(Sc1ccc(Cl)cc1)C(=O)NCC1CCCO1 (stereo unspecified)	-0.3	1	8	4	2	4	-3	1	-11	6
O=C(CN1C2CCCC1CC(NC(=O)c1ccccc1)C2)Nc1ccccc1 (stereo unspecified)	-0.5	11	3	2	-21	-4	3	-15	1	-11
Cc1c(NC(=O)COC(=O)CCc2c[nH]c3ccccc23)c(=O)n(-c2ccccc2)n1C	0.2	-14	0	-2	-16	10	-2	5	3	4
O=[N+]([O-])c1ccc(CN2CCCCCC2)cc1	-2.5	3	-3	-2	-22	-2	-6	3	8	4
COc1ccc(CCNC(=O)CN(Cc2ccc(Cl)cc2)S(C)(=O)=O)cc1	1.3	-10	-1	4	-27	9	6	-3	4	7
CCOC(=O)C1CCN(S(=O)(=O)c2ccc(Cl)cc2)CC1	0.5	-8	-4	-7	-13	36	-1	-1	5	3
